Assay outcomes: PubChem BioAssay, National Center for Advancing Translational Sciences (NCATS)
NPC1 promoter act – activators of NPC1 promoter. Potency, µM (top dose mostly 9.22 µM), for the others: top-dose activation, most hits filed as activators. Huh7 NPC1 promoter luciferase reporter, 24 h. AID 485313. actives 2.4% (n = 320,000);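 further: potency means the concentration at half of the fitted maximal effect; % of control where 0% means no effect; nearly all actives have a fitted effect of over 60% in size; reporter is driven by a mutant NPC1 promoter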
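Luminescence read-out of NPC1 promoter-driven luciferase in stably transfected Huh7 cells; compounds delivered in DMSO and left 24 h at 37C, 5% CO2, qHTS titration format.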
ELG1 DNA repair – blocks ELG1-dependent DNA repair in HEK293T cells; HEK293T ELG1-luciferase reporter, luminescence, 16 h; DNA damage induced by 5-fluorouridine; Potency, µM (top dose mostly 46.1 µM), for inactives: top-dose activity change, negative = inhibition, actives largely listed as inhibitors; actives 2.3% (n = 330,000); further: potency means the concentration at half of the fitted maximal effect; on the % scale 0 is the no-effect control and ±100 the full control effect; nearly all actives have a fitted effect of over 55% in size
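Reporter activity after DNA damage by 5-fluorouridine is monitored. Compound-treated cells incubate 16 hr at 37 °C, then ONE-Glo is added for 30 min before luminescence reading.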
Mito fusion act – blocks mitochondrial division or promotes mitochondrial fusion; actives 0.23% (n = 320,000); S. cerevisiae fusion-defective mutant growth rescue, CellTiterGlo 48 h; AID 485298; Potency, µM (top dose mostly 46.1 µM), without a hit: top-dose growth rescue (activation), most hits filed as activators;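 further: potency means the concentration at half of the fitted maximal effect; % of control where 0% means no effect; nearly all actives have a fitted effect of over 45% in size; temperature-sensitive fusion mutants such as fzo1-1 at 37 °C on non-fermentable ethanol glycerol medium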
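Luminescent cell viability in 1536-well qHTS format served as the measure of rescued growth in ts fusion-mutant S. cerevisiae cultured on non-fermentable YPEG for 48 hours at 37C.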
KCNH2 3.1 block – inhibitors of human KCNH2 3.1 potassium channel isoform; AID 720553; activity change, % (tested at about 1.8 µM); actives 0.95% (n = 340,000); U2OS KCNH2 3.1, thallium flux FluxOr; stronger effect = lower value;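 active means maximum activity change below -70%; inconclusive means maximum activity change from -70% to -50%; inactive means maximum activity change above -50%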;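 further: thallium influx rate constant from kinetic fluorescence after stimulation buffer; on the % scale 0 is the no-effect control and ±100 the full control effect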
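Channel expression came from 3.1 mutant virus (1.77 x 10^8 /mL) applied to suspended U2OS cells for 4 h. Flux was tracked with FluxOr dye plus Red40 quencher, and kinetic rate constants normalized to controls.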
Menin-MLL TR inh – menin-MLL binding inhibition, Texas Red mutant peptide | Menin + Texas Red MLL mutant peptide, fluorescence polarization | Potency, µM (series often up to 61.6 µM), for inactives: at the top dose FP activity change, negative = inhibition, usual class: inhibitors | actives 0.23% (n = 270,000) | AID 1768 | O00255; active means well fitted inhibition curve with a large enough effect in the polarisation, with a control signal flat, not every such curve was filed as active; inconclusive means small, poorly fitted or top-dose-only effect, or effect the other way, or a change in a side signal; inactive means no such curve, though single readings can be large or run the other way; the % refers to the polarisation; further: potency means the concentration at half of the fitted maximal effect; % of control where 0% means no effect; many of its hits are not listed in these tables
PKM2 act – PKM2 (human) enzyme activation. P14618. purified PKM2, Kinase-Glo ATP luminescence, activation; response scale: 0% is enzyme alone, no compound. Potency, µM (top dose mostly 57.5 µM), for inactives: at the top dose activation, most hits filed as activators. actives 0.34% (n = 260,000). AID 1631; further: potency means the concentration at half of the fitted maximal effect; on the % scale 0 is the no-effect control and ±100 the full control effect; nearly all actives have a fitted effect of over 55% in size
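ATP formation by purified human PK-M2, quantified via coupled luciferase luminescence after 1 h at room temperature with 0.1 mM ADP and 0.5 mM PEP final.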
Gal4-VP16 FLuc – counter-screen for ROR gamma inhibitors: Gal4-VP16 reporter; AID 2546; Drosophila S2 Gal4-VP16 UAS-luciferase, luminescence, 20 h; actives 3.5% (n = 310,000); Potency, µM (series often up to 53.6 µM), without a hit: at the highest dose activity, negative = inhibition, hits mostly inhibitors;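 further: Gal4-VP16 expression switched on by copper sulfate through the metallothionein promoter; potency means the concentration at half of the fitted maximal effect; on the % scale 0 is the no-effect control and ±100 the full control effect; nearly all actives have a fitted effect of over 50% in size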
MBNL1-CUG inh – inhibitors of human MBNL1 binding to CUG repeat RNA; Q9NR56; TR-FRET MBNL1-His/biotin-(CUG)12 binding, 665/545 ratio; Potency, µM (highest dose often 57.5 µM), inactives show at the highest dose activity change, negative = inhibition, actives largely listed as inhibitors; actives 0.036% (n = 280,000); active means well fitted inhibition curve with a large enough effect in the signal ratio, with a control signal flat, not every such curve was filed as active; inconclusive means small, poorly fitted or top-dose-only effect, or effect the other way, or a change in a side signal; inactive means no such curve, though single readings can be large or run the other way; the % refers to the signal ratio; further: potency means the concentration at half of the fitted maximal effect; on the % scale 0 is the no-effect control and ±100 the full control effect
Target sequence (Q9NR56 whole entry, looked up): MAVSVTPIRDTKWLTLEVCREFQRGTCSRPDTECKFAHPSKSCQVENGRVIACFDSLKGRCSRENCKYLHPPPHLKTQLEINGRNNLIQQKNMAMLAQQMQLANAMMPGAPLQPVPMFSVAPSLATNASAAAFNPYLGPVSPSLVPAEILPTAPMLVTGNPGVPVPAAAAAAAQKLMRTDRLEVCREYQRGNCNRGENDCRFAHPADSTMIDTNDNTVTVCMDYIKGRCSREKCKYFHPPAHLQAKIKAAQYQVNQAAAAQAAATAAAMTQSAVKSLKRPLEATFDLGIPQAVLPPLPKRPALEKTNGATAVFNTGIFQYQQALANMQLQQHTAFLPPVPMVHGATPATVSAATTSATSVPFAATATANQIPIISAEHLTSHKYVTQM
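His-tagged MBNL1 binding to biotinylated (CUG)12 RNA was measured by TR-FRET using terbium anti-His antibody (0.055 ng/ul final) and streptavidin-XL665 (5 nM final). Compounds were titrated 92 nM to 58 uM; 60 min at room temperature.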
RORgamma inh – ROR gamma (mouse) transcription inhibition | P51450 | actives 5.4% (n = 310,000) | Potency, µM (doses to about 53.6 µM), without a hit: top-dose activity change, negative = inhibition, actives largely listed as inhibitors | Drosophila S2 Gal4-RORgamma UAS-luciferase reporter, 20 h; further: potency means the concentration at half of the fitted maximal effect; on the % scale 0 is the no-effect control and ±100 the full control effect; nearly all actives have a fitted effect of over 60% in size
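Schneider cells (Drosophila), stable Gal4 DBD–ROR gamma + UAS-luc; 1 hr cmpd preincubation; Cu2+ induction 700 uM final; 20 hr ambient; luminescence.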
FLuc counter – firefly luciferase modulation, counter-screen for miR-21 project | P08659 | AID 588342 | Potency, µM (highest dose often 57.5 µM), without a hit: top-dose activity change, negative = inhibition, hits mostly inhibitors | actives 6.9% (n = 360,000) | purified FLuc, Km substrates, luminescence inhibition;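 further: potency means the concentration at half of the fitted maximal effect; plate controls were vehicle for no effect and reference inhibitor for full effect; nearly all actives have a fitted effect of over 55% in size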
Target sequence (P08659 whole entry, looked up): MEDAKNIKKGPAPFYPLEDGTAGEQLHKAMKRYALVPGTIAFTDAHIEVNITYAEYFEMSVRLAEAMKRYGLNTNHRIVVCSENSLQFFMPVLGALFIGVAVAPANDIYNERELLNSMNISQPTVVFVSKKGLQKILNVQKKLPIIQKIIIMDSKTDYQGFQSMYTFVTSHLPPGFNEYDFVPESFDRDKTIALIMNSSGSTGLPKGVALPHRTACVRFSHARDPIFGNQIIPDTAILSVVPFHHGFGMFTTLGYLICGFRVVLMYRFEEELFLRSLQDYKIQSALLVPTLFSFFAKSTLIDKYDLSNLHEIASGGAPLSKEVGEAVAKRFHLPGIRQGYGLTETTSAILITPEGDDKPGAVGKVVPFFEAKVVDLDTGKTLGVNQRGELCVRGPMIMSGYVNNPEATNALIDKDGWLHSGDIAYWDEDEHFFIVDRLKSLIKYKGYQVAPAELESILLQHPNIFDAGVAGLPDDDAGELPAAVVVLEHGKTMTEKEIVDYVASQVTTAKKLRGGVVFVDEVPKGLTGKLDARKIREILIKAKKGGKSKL
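Purified P. pyralis luciferase (10nM final) with 10uM D-luciferin and 10uM ATP (Km levels) in 50mM Tris acetate pH 7.5, 10mM Mg acetate, 0.01% Tween-20, 0.05% BSA; qHTS 6-point titration, ~60 µM downward; luminescence read.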
Rab9 prom act – activators of Rab9 promoter; actives 2.8% (n = 320,000); AID 485297; Huh7 Rab9 promoter-luciferase reporter, luminescence, 24 h; Potency, µM (titrated, usually from 9.22 µM), for the others: at the top dose activation, negative = inhibition, hits mostly activators; further: potency means the concentration at half of the fitted maximal effect; % of control where 0% means no effect; nearly all actives have a fitted effect of over 60% in size
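Luciferase signal after 10 min detection reagent at ambient indicates Rab9 promoter upregulation; stably transfected Huh7 cells were treated 24 h with compound in DMSO at 37 °C, 5% CO2.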
Active calls of the source: *; ? = inconclusive; nt = no result given; & = joins results of further samples; [ ] = remark or other dose. Unless noted, the call rests on the fitted dose curve; in most records, active means well fitted curve in the direction sought with a large enough effect; inconclusive means small, poorly fitted or top-dose-only effect, or another doubt; inactive means no such curve, though single readings can be large; an effect the other way counts as inactive or inconclusive. These rows are one share of the data; the hit share may differ from the screen's.

SMILES	NPC1 promoter act	ELG1 DNA repair	Mito fusion act	KCNH2 3.1 block	Menin-MLL TR inh	PKM2 act	Gal4-VP16 FLuc	MBNL1-CUG inh	RORgamma inh	FLuc counter	Rab9 prom act
O=C(O/N=C\c1ccc(N2CCCCC2)c([N+](=O)[O-])c1)c1cccc(C(F)(F)F)c1	9%	6%	-2%	-48	19%	-22%	-5%[0.365 µM]	5%	14%	0%	-3%
O=C(c1ccc(F)cc1)N1CCC(C(=O)N2CCN(S(=O)(=O)c3cccc(F)c3)CC2)CC1	-1%	-20%	-1%	6	nt	nt	nt	nt	nt	-2%	0%
Cn1c(=O)n(CC(N)=O)c2ccccc21	4%	9%	-2%	-4	-10%	-2%	0%	-5%	6%	4%	9%
COc1ccc(Nc2nc(C)c3ccccc3n2)cc1	?	?	1%	-14	43%[activator]	0%	-27%	4%	?	-5%[2.3 µM]	2.5µM*
Cn1cccc1Cc1nnc(SCC(=O)Nc2ccc(F)cc2)n1-c1ccc(F)cc1	0%	-5%	5%	10	-10%	-1%	8%	0%	23%	3%	-2%
C/C(=N\NC(=O)c1cc(-c2cccs2)nc2ccccc12)c1ccccn1	-20%	-17%	-5%	-45	15%	1%	0.56µM*	19%	0.1µM*	24µM*	-45%[inhibitor]
CCOc1ccc(N(C(=O)c2snc(C(N)=O)c2N)C(C(=O)NC2CCCC2)c2ccncc2)cc1 (centres undefined)	2%	0%	-3%	-19	16%	nt	4%	5%	14%	0%	-1%
COc1ccc(NC(=O)CN2C(=O)c3ccccc3S2(=O)=O)cc1S(=O)(=O)N1CCOCC1	2%	10%	-7%	2	nt	nt	nt	nt	nt	1%	1%
COc1ccc(N(C2CSC2)S(=O)(=O)c2ccccc2)cc1	-5%	-1%	0%	4	6%	-1%	-6%	-3%	2%	6%	4%
CONC(=O)Nc1ccccc1[N+](=O)[O-]	0%	27%	3%	-7	-9%	-17%	-1%	?	-19%	2%	-2%
COc1cccc(C(=O)NN2C(=S)N(c3ccccc3)C(=O)C2CC(N)=O)c1 (centres undefined)	2%	?	-2%	-7	nt	-7%	-15%	-7%	?	-8%	16%
COCCCNC(=O)CS(=O)(=O)Cc1nc(-c2ccccc2C)oc1C	-1%	0%	-3%	4	-2%	5%	3%	0%	7%	-1%	-2%
O=C(CN1C(=O)S/C(=C\c2cccc(Cl)c2)C1=O)NC1C=CS(=O)(=O)C1 (centres undefined)	-15%	4%	-2%	8	-3%	nt	-1%	5%	7.9µM*	-2%	9%
c1ccc(CNc2nc(-c3cccs3)nc3ccccc23)nc1	1%	-19%	12%	-2	19%	-6%	9%	?	-5%	?	-3%
Cc1cccc(NC(=O)C2CCN(S(=O)(=O)c3c(C)noc3C)CC2)c1	-2%	-2%	21%	18	11%	nt	-1%	0%	-10%	0%	-2%
CCOC(=O)C1CCCN(C(=O)c2cn(CC)c3ccc(S(=O)(=O)N4CCCC4)cc3c2=O)C1 (centres undefined)	2%	1%	2%	-2	10%	2%	4%	-7%	10%	3%	1%
Cc1cccc(NS(=O)(=O)c2cccc(C(=O)N3CCCCCCC3)c2)c1	-2%	?	8%	-10	nt	nt	nt	nt	nt	4%	-2%
COc1ccc(NC(=O)c2cccnc2Nc2ccc(OC)cc2)cc1	-5%	?	18%	-4	?	-2%	-7%	-1%	37%	?	7%
COC(=O)C1=C(C)N(Cc2cccnc2)C(=O)C1	-1%	-1%	1%	11	6%	13%	-11%	8%	34%	3%	-4%
CN1CCN(C(=O)c2ccc3c(c2)OCCO3)CC1	0%	20%	0%	-11	-4%	-3%	-12%	6%	?	4%	3%
COc1ccc(N2CCN(C(=O)c3ccc(N(C)S(=O)(=O)c4ccc(C)cc4)cc3)CC2)cc1	-11%	?	10%	-4	-11%	0%	?	-3%	-32%	-2%	-25%
COc1ccc(N(CC(=O)N/N=C/c2ccc(N(C)C)cc2)S(=O)(=O)c2ccccc2)cc1	0%	-25%	-8%	1	-3%	nt	-11%	18%	28%	-6%	-3%
COc1cccc2c1cc1c(=O)n(CC(=O)NC3CCCCC3)nc(C)n12	1%	?	1%	-13	nt	nt	-5%	2%	-16%	1%&-1%	-1%
Cc1ccc(S(=O)(=O)N2CCCCC2)cc1C(=O)N(C)CCOc1ccccc1	-7%	-3%	5%	-5	nt	-9%	-2%	-1%	15%	2%	6%
Cc1noc(C)c1CSc1ccccc1C(=O)N1CCN(c2ccccc2)CC1	-2%	?	10%	5	-1%	2%	-1%	6%	?	1%	1%
COC(=O)[C@H]1Cc2c([nH]c3ccccc23)[C@H](c2ccccc2)N1	-1%	-27%	-4%	2	5%	nt	-7%	8%	-13%	1%	-1%
CCOc1ccc(NC(=O)CN(C)C(=O)COc2cccc3c2OC(C)(C)C3)cc1OCC	-3%	-6%	-3%	22	nt	nt	nt	nt	nt	3%	-10%
COc1cc(C)ccc1OCc1cc(C(=O)NCc2ccncc2)no1	2.8µM*	?	2%	10	nt	-13%	5%	2%	34%	12µM*	2µM*
Cc1cc(C(=O)N/N=C/c2ccncc2)c(C)o1	-3%	21%	-4%	-19	nt	-21%	-7%	2%	0%	?	1%
CC(=O)c1cc(-c2nc3ccccc3n2C)n(C)c1	2%	3%	1%	11	5%	7%	0%	0%	-3%	4%[2.3 µM]	-3%
Cc1cccc(S(=O)(=O)Nc2ccc(-c3nc4ccc(C)cc4s3)cc2)c1	2.8µM*	?	16%	-14	?	0%	-25%	?	5.6µM*	3µM*	2.8µM*
NC(=O)C1CCCN(C(=O)CNC(=O)C23CC4CC(CC(C4)C2)C3)C1 (centres undefined)	0%	7%	-1%	4	nt	nt	nt	nt	nt	-1%	-2%
Cc1ccccc1NC(=O)/C(C#N)=C\c1cn(CC(=O)O)c2ccccc12	0%	?	-5%	4	?	2%	-1%	?	-18%	?	-1%
CCOc1ccc(Nc2nc(N)c3ccccc3n2)cc1	0.89µM*	?	-15%	-2	7%	-57%	?	-15%	7.1µM*	0.43µM*	0.71µM*
CN(C)S(=O)(=O)c1cccc(C(=O)N2CCc3ccccc32)c1	-3%	14%	0%	-5	?	-2%	-7%	12%	-16%	4%	10%
Cc1cc(NC(=O)COC(=O)[C@H](Cc2c[nH]c3ccccc23)NC(=O)c2ccc(F)cc2)no1	-2%	?	-3%	-11	7%	8%	?	?	?	17µM*	7%
COCCn1c(C)cc(/C=C(\C#N)C(=O)OCC(=O)Nc2ccc(S(N)(=O)=O)cc2)c1C	-1%	0%	-1%	10	nt	nt	nt	nt	nt	-1%	-1%
C/C(=N\NC1=NCCN1)c1ccccc1	0%	-2%	8%	-6	nt	-6%	-5%	-15%	18%	2%	-4%
O=C(Cc1ccccc1[N+](=O)[O-])OCC(=O)c1c[nH]c2ccccc12	?	?	6%	-7	nt	nt	nt	nt	nt	11µM*	?
Cc1cc(C)c2nc(C)cc(Nc3ccc(C(=O)NCCO)cc3)c2c1	-1%	2%	-7%	3	nt	-1%	-7%	nt	-22%	4%	-1%
CC(=O)NC(CCS(C)(=O)=O)C(=O)N1CCc2ccccc21 (centres undefined)	0%	8%	-6%	-2	11%	-1%	nt	2%	0%[0.365 µM]	-1%	-4%
CCCc1c(C(=O)N2CCN(c3ccccc3OC)CC2)cnn1-c1ccccc1	-1%	16µM*	-5%	4	nt	-3%	11%	-13%	34%	-2%	9%
COc1ccc(N2CCN(C(=O)CN(c3ccccc3)S(C)(=O)=O)CC2)cc1	-2%	-2%	-1%	0	19%	-3%	1%	1%	14%	7%	-5%
O=c1oc2ccccc2cc1-c1ccc(O)cc1	?	?	nt	6	5%	-21%	-13%	?	0%	12µM*	3.5µM*
O=C(O)CNc1nc(Cl)ccc1[N+](=O)[O-]	0%	-1%	-1%	12	16%	-2%	0%	?	-13%	9%	0%
C/C=C(\C)CN1CCC(n2nccc2NC(=O)c2ccc(OC)cc2)CC1	1%	22%	5%	5	nt	4%	?	-8%	-13%	0%	-4%
CC(NCCO)C(=O)C12CC3CC(CC(C3)C1)C2 (centres undefined)	-1%	4%	4%	-5	3%	1%	3%	-4%	-4%	0%	9%
COc1cccc(C(=O)Nc2ccc(NC(=O)C(C)C)nc2)c1	0%	?	-2%	15	8%	-7%	-12%	16%	4%	?	13%
